From PubChem
V1aR counter = counter-screen for oxytocin receptor agonists: human V1a receptor agonists | P37288 | CHO-V1R cells, Fluo-8 calcium fluorescence, agonist mode; 0% DMSO, 100% 3 nM vasopressin | activation, % at 3 µM | actives 0.25% (n = 320,000) | AID 2797;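 active = activation above the mean activation of all tested compounds plus 3 SD, per screening run, cut at about 20% in these data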;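 note: signal is peak over basal fluorescence ratio across a 100 second FLIPR read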
Target sequence (P37288 whole entry, looked up): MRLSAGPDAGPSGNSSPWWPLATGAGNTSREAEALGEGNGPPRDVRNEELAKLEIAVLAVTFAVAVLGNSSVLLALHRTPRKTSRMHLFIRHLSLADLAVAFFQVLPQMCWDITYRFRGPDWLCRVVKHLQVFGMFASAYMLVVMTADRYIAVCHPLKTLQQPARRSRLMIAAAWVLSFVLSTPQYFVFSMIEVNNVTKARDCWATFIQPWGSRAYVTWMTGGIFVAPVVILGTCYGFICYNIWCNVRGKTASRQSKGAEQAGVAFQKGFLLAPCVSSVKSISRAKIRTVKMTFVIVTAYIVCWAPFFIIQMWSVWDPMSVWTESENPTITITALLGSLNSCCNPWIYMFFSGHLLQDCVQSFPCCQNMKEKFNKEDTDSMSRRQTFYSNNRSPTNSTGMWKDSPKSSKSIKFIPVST
CHO-K1 Ca PAM = nonselective activator or artifact in parental CHO-K1 calcium assay; ATP EC20, Fluo-8 calcium fluorescence; 0% at ATP EC20, 100% at ATP max; activation, % at 3 µM; actives 0.02% (n = 360,000); AID 602247;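 active = activation above the run cutoff, the mean activation of all test compounds plus 3 SD, cut at about 40% in these data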;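 note: peak over basal fluorescence ratio in a 140 s read after ATP addition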
CHO-K1 Ca antag = counter-screen for M1 antagonists: effect in parental CHO-K1 cells. inhibition, % at 3 µM. AID 602250. ATP-induced calcium, Fluo-8 fluorescence. actives 0.6% (n = 360,000);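 active = inhibition above a per-plate cutoff, the plate's mean sample inhibition plus 3 SD, cut at about 24% in these data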;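 note: 0% = DMSO plus EC80 ATP and 100% = DMSO alone without ATP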
OXTR ag = human OXTR agonism; actives 0.32% (n = 320,000); activation, % at 3 µM; AID 2435; CHO-OTR cells, Fluo-8 calcium fluorescence; normalized: DMSO 0%, oxytocin 100%; P30559;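 active = activation above the mean of all tested compounds plus 3 SD, cutoff set per screening run, cut at about 20% in these data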;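 note: peak over basal fluorescence ratio from a 100 s FLIPR kinetic read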
GPR7 antagonist = blocks human GPR7 receptor signaling | inhibition, % at 4.4 µM | actives 1.1% (n = 290,000) | GPR7-expressing cells, fluorescence antagonist assay; in the data active = inhibition above about 16%, passing the limit was not always enough;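 note: cells stimulated with the agonist NPW; 0% = agonist with vehicle and 100% = vehicle without agonist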
Target sequence (P48145 whole entry, looked up): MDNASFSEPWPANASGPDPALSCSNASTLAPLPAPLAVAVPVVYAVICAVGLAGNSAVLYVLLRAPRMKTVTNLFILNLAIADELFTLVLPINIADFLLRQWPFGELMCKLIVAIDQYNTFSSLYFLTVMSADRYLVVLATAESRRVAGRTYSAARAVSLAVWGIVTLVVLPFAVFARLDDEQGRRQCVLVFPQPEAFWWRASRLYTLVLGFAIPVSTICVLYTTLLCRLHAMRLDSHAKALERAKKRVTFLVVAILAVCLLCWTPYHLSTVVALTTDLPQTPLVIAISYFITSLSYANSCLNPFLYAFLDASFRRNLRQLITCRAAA
M1 ag parental = counter-screen for M1 agonists: effect in parental CHO-K1 cells. Fluo-8 calcium fluorescence; scaled to maximal ATP response, vehicle zero. activation, % at 3 µM. actives 0.48% (n = 360,000). AID 602248; in the data active = activation above about 15%;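 note: untransfected CHO-K1 host cells lacking M1 receptor as counterscreen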
OXTR potentiate = potentiators of human oxytocin receptor; actives 0.061% (n = 320,000); CHO-OTR cells, Fluo-8 calcium fluorescence, potentiator mode; 0% = oxytocin EC15, 100% = EC100; activation, % at 3 µM; P30559; AID 2445;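 active = activation above that plate's cutoff, the mean activation of tested compounds plus 3 SD, cut at about 6.6% in these data, passing the limit was not always enough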;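 note: 100% uses oxytocin at 75 nM as the full agonist control; some results filed as inactive read as strong as hits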
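Material: CHO-OTR cells, human receptor; compound dosing: single dose, 3.0 µM nominal final compound concentration; schedule: 6 min compound pre-incubation at room temperature, 100 s kinetic read; measured by: kinetic Fluo-8 calcium fluorescence; read-out basis: % activation vs EC15 and EC100 oxytocin; controls: EC15 oxytocin alone as 0%, 75 nM oxytocin as 100%; replicates: singlicate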
CHO parental Ca = counter-screen for OX1R antagonists: effect in parental CHO cells; parental CHO-K1, ATP-induced calcium, Fluo-8 fluorescence; inhibition, % at 5.6 µM; actives 0.63% (n = 330,000); AID 463079;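 active = inhibition above that plate's mean sample inhibition plus 3 SD, cut at about 26% in these data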;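 note: 0% = ATP-challenged DMSO wells and 100% = DMSO wells without ATP; some compounds past the cut are filed as inactive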
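Material: Parental CHO cells | Reagent: ATP | Compound dosing: Single nominal dose of 5.6 µM per compound | Detection: Intracellular calcium via Fluo-8 no-wash fluorescent dye | Read-out: % inhibition of ATP-induced calcium mobilization | Benchmarks: Low control ATP plus DMSO, high control DMSO only | Replicates: Singlicate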
TAAR1 antag = antagonists of human TAAR1; CHO RD-HGA16 TAAR1, Fluo-8 calcium fluorescence, antagonist; inhibition, % at 3 µM; actives 1.5% (n = 360,000);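 active = inhibition above a per-plate cutoff, the mean inhibition of test compounds on that plate plus 3 SD, cut at about 49% in these data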;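 note: 0% = DMSO plus EC80 beta-PEA response and 100% = DMSO alone without agonist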
Target sequence (Q96RJ0 whole entry, looked up): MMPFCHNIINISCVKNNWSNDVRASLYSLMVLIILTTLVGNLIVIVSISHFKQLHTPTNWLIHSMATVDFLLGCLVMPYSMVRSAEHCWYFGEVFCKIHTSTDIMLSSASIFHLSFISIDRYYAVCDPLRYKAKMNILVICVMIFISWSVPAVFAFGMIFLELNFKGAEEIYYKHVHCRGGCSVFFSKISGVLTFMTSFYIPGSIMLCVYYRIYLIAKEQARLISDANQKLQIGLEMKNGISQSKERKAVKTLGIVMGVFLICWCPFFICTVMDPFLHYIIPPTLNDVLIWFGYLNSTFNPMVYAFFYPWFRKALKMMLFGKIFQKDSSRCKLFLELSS
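System: RD-HGA16 CHO cells with stable hTAAR1 and Gα16 | Probe or stimulus: EC80 β-phenethylamine stimulus | Dosing: 3 µM, single point | Times: Dye loading 75 min at 37 °C, then 30 min room temperature | Measured by: Fluo-8 calcium-sensitive fluorescence | Read-out basis: % inhibition of agonist calcium response | Replicates: n of 1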
Numbers without * were called inactive; x = no result given.

SMILES	V1aR counter	CHO-K1 Ca PAM	CHO-K1 Ca antag	OXTR ag	GPR7 antagonist	M1 ag parental	OXTR potentiate	CHO parental Ca	TAAR1 antag
Cc1ccc(C(O)(CNCc2ccccc2)c2ccccc2)cc1 (stereo not drawn)	x	-4	-2	x	25	5.8	x	x	1
COc1ccnc(CSC(N)=Nc2ccccc2OC)c1	0.6	2	6	0.0	-12	-0.1	-4	0	11
COc1cccc(Oc2cn[nH]c2-c2ccc(O)cc2O)c1	5.0	15	-6	8.4	22	4.6	-9	0	12
Cc1csc(NC(=O)CNC(=O)OCc2ccccc2)n1	0.7	14	-10	0.4	-7	1.0	-4	-10	2
C=CCOc1cccc(/C=N/NC(=O)C(=O)NCc2ccco2)c1	0.1	16	-11	-2.3	4	0.1	-6	-16	-6
Cc1ccc(CNc2ccc([N+](=O)[O-])cc2C(N)=O)cc1	-0.8	-16	-7	-1.2	x	-0.7	-6	-17	7
O=c1c2c(C(F)(F)F)cc(C(F)(F)F)nc2[nH]n1-c1ccccc1	1.6	-5	-30	2.0	-11	4.2	2	-15	0
COc1ccc(C(=O)n2c(SC)nc3cc4c(cc32)OCCO4)cc1	-0.8	-6	-11	-1.1	4	0.3	0	-12	26
COc1ccc([C@H]2CC(=O)C=C(c3ccc4c(c3)sc3ccccc34)C2)cc1	1.0	6	-5	0.4	x	0.8	-3	-14	9
O=C1N(Cc2cccnc2)C[C@@H]2C[C@@H](c3ccc4nsnc4c3)N3CCC[C@@]123	0.5	12	-3	-0.3	-15	0.3	-5	-10	-6
COCCn1c(SCC(=O)Nc2ccc(N3CCOCC3)cc2)nc2ccccc21	0.8	28	-9	1.3	-3	0.5	-1	-13	8
COc1ccccc1OCC(=O)Nc1c2c(nn1-c1ccccc1)CS(=O)(=O)C2	0.2	1	-5	-0.8	23*	1.8	-12	-12	5
Cc1ccc2c3c([nH]c2c1C)-c1nonc1CC3	6.6	15	-13	-0.4	0	1.0	-9	-1	-10
O=C(c1ccc(S(=O)(=O)Nc2ccccc2F)cc1)N1CCN(c2ccccn2)CC1	6.0	-13	16	6.5	x	3.6	-9	-10	34
NC(=O)C1(N2CCCCC2)CCN(C(=O)c2cccs2)CC1	0.1	22	-13	0.2	-4	1.7	2	1	-4
CC(C)CN1CCC(=O)N([C@H](CN=[N+]=[N-])Cc2ccccc2)CC1	0.3	-9	-12	0.3	4	-0.4	0	-25	2
CCNC(=S)NNC(=O)c1ccc(=O)n(Cc2ccccc2)c1	2.3	9	-1	-0.7	-8	0.0	-4	6	-6
O=c1cc(-c2ccccc2)[nH]c2cc(F)ccc12	-0.3	-17	-12	-0.3	6	0.1	-1	-1	-6
O=C1C=C(c2ccc(C(=O)O)cc2)C[C@@H](c2ccc3c(c2)OCO3)C1	-0.4	11	-15	0.3	x	1.2	0	-1	1
COCCNC(=S)N1CCN(C(=O)C(=O)Nc2ccc(C(=O)OC)cc2)CC1	-0.1	20	-11	-0.3	-7	1.1	0	-5	4
COc1ccc(N2CCN(C(=O)CNS(=O)(=O)c3ccc(C)cc3)CC2)cc1	0.4	19	-5	-0.7	-3	0.7	-15	-18	-7
N#Cc1ccccc1NC(=O)COC(=O)CN1C(=O)C2CCCCC2C1=O (stereo not drawn)	0.9	16	-16	0.6	x	1.0	-1	-10	-38
O=[N+]([O-])c1ccccc1S(=O)(=O)NC1CCCCCCC1	2.0	18	-8	-0.5	0	3.1	-9	-9	7
CCOC(=O)c1c(C)[nH]c(C)c1S(=O)(=O)N(C)CC(=O)Nc1cccc(F)c1	-0.5	17	-14	-0.1	-8	1.0	-4	6	-16
CCOC(=O)CN1C(c2ccccc2O)Nc2ccc(Br)cc2C1c1ccccc1 (stereo not drawn)	0.1	18	-7	-1.7	-6	0.2	0	-16	0
CC(=O)Nc1cnc(-c2ccc3c(c2)OCO3)cn1	x	5	-10	x	x	0.1	x	x	-14
CCOCCCN(C)C1CCN(C(=O)c2oc3ccccc3c2NC(=O)Cc2cccc([N+](=O)[O-])c2)CC1	0.3	19	0	0.9	-7	-0.3	-1	-16	-16
S=C(c1ccc[nH]1)N1CCOCC1	-0.1	15	2	1.0	13	0.5	-2	-3	16
CC1CCCC(C)N1C(=O)c1cc2ncc(CCCl)cn2n1 (stereo not drawn)	0.2	25	-7	1.6	-8	4.7	-1	-10	-12
CC(C)(Cc1ccc(O)cc1)NC(=O)c1ccccc1	2.8	-7	-8	1.3	8	1.1	-17	-8	-3

Full records as entered above. Values in the order: V1aR counter	CHO-K1 Ca PAM	CHO-K1 Ca antag	OXTR ag	GPR7 antagonist	M1 ag parental	OXTR potentiate	CHO parental Ca	TAAR1 antag
CC(C)(Cc1ccc(O)cc1)NC(=O)c1ccccc1 is entered as 2.8	-7	-8	1.3	8	1.1	-17	-8	-3
CCOC(=O)CN1C(c2ccccc2O)Nc2ccc(Br)cc2C1c1ccccc1 (stereo not drawn) is entered as 0.1	18	-7	-1.7	-6	0.2	0	-16	0
O=C1C=C(c2ccc(C(=O)O)cc2)C[C@@H](c2ccc3c(c2)OCO3)C1 is entered as -0.4	11	-15	0.3	x	1.2	0	-1	1
S=C(c1ccc[nH]1)N1CCOCC1 is entered as -0.1	15	2	1.0	13	0.5	-2	-3	16

New compounds follow
SMILES	V1aR counter	CHO-K1 Ca PAM	CHO-K1 Ca antag	OXTR ag	GPR7 antagonist	M1 ag parental	OXTR potentiate	CHO parental Ca	TAAR1 antag
COc1ccc(NC(=S)N2CCN(c3ccccn3)CC2)cc1	2.6	13	-7	2.1	-5	3.0	0	1	-2
O=C1CC(N2CCC(c3nc4ccccc4s3)CC2)C(=O)N1 (stereo not drawn)	-0.2	18	-1	0.3	-10	0.2	-8	-13	13
CC(CC(=O)Nc1ccc2c(c1)c(=O)n(C)n2Cc1cccc(C(F)(F)F)c1)C(F)(F)F (stereo not drawn)	x	-12	4	x	x	1.3	x	x	0
Cc1ccc(-c2c(C)sc(NC(=O)C3C4CCC(O4)C3C(=O)O)c2C(=O)OC(C)C)cc1 (stereo not drawn)	0.1	13	1	-1.5	-17	0.6	-12	-12	7
COc1cccc(NC(=O)Nc2cc(Cl)ccc2C)c1	2.5	-9	11	3.6	16	4.2	-6	-5	12
O=C(NCc1ccco1)c1cnn2c(C(F)F)cc(-c3ccccc3)nc12	0.7	-2	-5	-0.2	-7	-0.1	4	-3	12
Cc1noc(C)c1S(=O)(=O)Nc1ccc(C(=O)N2CCC(C)CC2)cc1	0.9	x	x	0.8	14	x	-8	-7	x
O=C(Nc1ccc(F)cc1)c1ccc2snnc2c1	-0.3	-22	2	-0.7	-7	0.3	-4	3	1
COc1ccccc1CNC(=S)Nc1ccc(S(N)(=O)=O)cc1	-0.5	0	-8	0.3	-1	-0.1	2	-5	x
COc1ccc([N+](=O)[O-])cc1C(=O)Nc1ccc(Cc2ccncc2)cc1	1.3	10	-7	2.4	15	0.3	-10	-4	18
COc1ccc(NC2CCCN(C(=O)c3cc4ncccn4n3)C2)cc1 (stereo not drawn)	1.4	-18	8	-0.2	-8	-0.2	2	-12	-14
COc1cccc2c(N/N=C/c3ccc(O)c(O)c3)cc(C)nc12	-0.1	-16	6	-0.5	-16	-0.3	-9	-5	-7
OCCOCCNc1ncnc2sc(-c3ccccc3)cc12	1.5	3	-1	1.1	8	0.2	-2	-10	-8
N#Cc1ccccc1OCC(=O)NC(N)=O	1.4	22	-10	0.4	-5	1.0	-1	0	-7
COc1ccc(CNC(=O)CCCC(=O)n2nc(C)c3ccccc32)cc1	0.7	-3	-5	-1.3	5	0.0	3	-16	-14
Cc1cccc(CCNC(=O)C2CCN(S(=O)(=O)c3ccccc3)CC2)c1	-0.4	-4	22	-0.7	5	1.1	-12	-14	-21
CN(Cc1cccc(F)c1)C(=O)CSc1nnc(C2CC2)n1C1CC1	x	9	1	x	x	1.0	x	x	-9
CCOCCCN(C)C1CCN(C(=O)c2oc3ccccc3c2NC(=O)COc2cccc(C)c2)CC1	6.0	3	-13	3.5	-2	6.3	-7	-25	5
CCOC(=O)c1ccc(NC(=O)CSc2nc3cccnc3n2C)cc1	5.2	-8	34*	8.2	-2	1.3	-17	0	9
CC1CCCN(C(=O)c2cc(F)c(F)cc2Cl)C1 (stereo not drawn)	-0.7	18	-12	-0.3	-10	0.4	0	-3	4
Cc1c(NC(=O)CSc2ccc3c(c2)OCCO3)c(=O)n(-c2ccccc2)n1C	-1.1	16	-9	5.2	-4	0.4	-15	8	-8
COc1cc(/C=C/C(=O)c2c(O)cc(C)oc2=O)cc(OC)c1O	1.7	1	11	4.6	-5	1.2	-9	3	4
CC12CCCC[C@@H]1CCC1C2CCC2(C)C1CC[C@@]2(O)CNCCO (stereo partly drawn)	1.8	-2	-3	1.8	26	0.2	0	10	-27
CCOc1ccc(C(=O)N2CCCC2)cc1OC	-1.1	-5	13	1.2	-9	-0.1	-11	0	-1
CC(=N\O)/C(CN(C)C)=N/O	3.2	4	-4	0.1	-4	0.4	-6	-6	10
COc1cccc(-c2sc3cc(OC)c(OC)cc3c2-c2ccc(OCCN3CCCCC3)cc2)c1	x	20	-12	x	x	1.8	x	3	x
O=c1[nH]c(N2CCN(c3ccccc3)CC2)nc2c1CCC2	-0.5	22	-25	-0.3	-9	1.3	-6	-15	-28
Cc1ccc(N(C)C(=O)c2cc(S(=O)(=O)N3CCCC3)cn2C)cc1	1.7	-7	-6	0.6	-13	0.8	-8	-9	-9
O=C(/C=C/c1cccc(O)c1)c1ccc(N2CCOCC2)cc1	0.8	11	-6	4.2	-13	6.1	-3	-12	12
O=c1c2c3c(sc2n(CCN2CCCC2)c(=O)n1Cc1ccco1)CCCCC3	-0.6	17	-12	0.9	-5	0.2	9	-27	8
Cc1ccc(CC(=O)NCc2ccc3c(c2)OCO3)cc1	0.7	9	5	-1.5	-4	0.0	-5	-8	-11
CCCc1nn2c(=O)cc(CSCC(=O)Nc3nnc(CC)s3)nc2s1	0.4	12	5	-0.5	-7	-0.4	-2	-2	-21
CN(C)N1C(N)=C(C#N)C(c2ccc(F)cc2)C2=C1CCCC2=O (stereo not drawn)	0.0	14	-11	0.0	-8	0.9	-4	-7	-4
Cc1ccc(NC(=O)CC2Oc3ccc(C)cc3NC2=O)c(C)c1 (stereo not drawn)	-0.4	-11	-8	-1.4	-7	-0.1	-11	-15	-6
CC(=O)c1cccc(NC(=O)CCC2CCCC2)c1	-0.4	12	2	-1.0	-3	1.1	-7	3	3
O=C(CC(Sc1ccc(Br)cc1)C(=O)O)c1ccc(F)cc1 (stereo not drawn)	0.9	15	-5	0.6	2	-0.2	-8	-2	-18
CCN(c1cccc(C)c1)S(=O)(=O)c1cccc2nsnc12	1.1	8	-11	-2.5	23*	0.5	-12	-19	4
